H37Rv inhibition = M. tuberculosis growth inhibition, HTS (AID 449762); M. tuberculosis H37Rv growth inhibition, 7H9 media; higher % means a stronger effect; one-dose inhibition, % at 25 µM; IC50 in µM for titrated hits; 330,000 tested, 0.59% active; in the data active = a potency from the dose series; inconclusive = inhibition above about 70% without an active follow-up result;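 also: bacterial growth assessed after seven days of incubation; strong numbers were not always called active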
Salmonella PhoP GFP = PhoP regulon inhibitors, Salmonella typhi PhoP promoter GFP reporter, confirmatory (AID 1850); Salmonella Typhi PhoP-promoter GFP reporter, fluorescence, 4 h; higher % means a stronger effect; one-dose inhibition, % at 50 µM; IC50 in µM for titrated hits; 310,000 tested, 0.33% active; in the data active = a potency from the dose series; inconclusive = inhibition mostly from about 25% at the one dose, without a potency; inactive = the rest, 99 in 100 with inhibition below about 19%;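 also: 0% = induced wells with vehicle and 100% = uninduced wells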
H1N1 NS1A inhibition = H1N1 influenza NS1A inhibitors, functional cell based assay (AID 504329); NS1A functional cell-based assay, percent inhibition; higher % means a stronger effect; inhibition, % at 12.5 µM; hits with a dose series show IC50 in µM; 340,000 tested, 0.3% active; in the data active = a potency from the dose series; inconclusive = inhibition above about 27% without an active follow-up result; also: strong numbers were not always called active
VEEV TC-83 Vero = inhibitors of VEEV TC-83 cytopathic effect, confirmation, Vero cells (AID 588727) | Vero cells, VEEV TC-83 cytopathic effect inhibition; higher % means a stronger effect | inhibition, % at 20 µM; hits with a dose series show IC50 in µM | 350,000 tested, 0.13% active; in the data active = a potency from the dose series; inconclusive = inhibition mostly from about 14% at the one dose, without a potency; inactive = the rest, 99 in 100 with inhibition below about 12%; also: strong numbers were not always called active
tuberculosis growth = growth inhibition of non-replicating M. tuberculosis (AID 488890) | Mycobacterium tuberculosis non-replicating, growth inhibition; higher % means a stronger effect | inhibition, % at 25 µM; hits with a dose series show IC50 in µM | 320,000 tested, 0.39% active; in the data active = a potency from the dose series; inconclusive = inhibition mostly from about 82% at the one dose, without a potency; inactive = the rest, 99 in 100 with inhibition below about 76%;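 also: plate controls were DMSO cells for no effect and high antibiotic wells for full effect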
VEEV TC-83 Vero 10K pilot screen = second read-out of VEEV TC-83 Vero, no call of its own (marks repeat the call); inhibition, %; measured here: 10K pilot screen inhibition
Starred values were filed as active, the others as inactive; i = inactive; ? = inconclusive; · = no result given.

SMILES | H37Rv inhibition | Salmonella PhoP GFP | H1N1 NS1A inhibition | VEEV TC-83 Vero | tuberculosis growth | others
COc1ccc(C2Nc3ccccc3C(=O)N2NS(=O)(=O)c2ccccc2)c(OC)c1 (stereo not given) | 36% | -19% | 0% | 0.9% | -6%
CCC(C)NC(=O)C1(NC(=O)Nc2ccccc2)CCCCC1 (stereo not given) | -3% | -6% | -7% | 0.9% | -12%
Cc1ccc(S(=O)(=O)N(C)CC(=O)N2CCCC2)cc1 | 1% | -3% | 1% | 0.4% | -9%
CCOc1ccc(C(=O)NNC2CC(=O)N(Cc3ccc(Cl)cc3)C2=O)cc1OC (stereo not given) | -5% | 4% | -1% | 0.3% | 4%
Cc1[nH]c2ccc(F)cc2c1CCN(Cc1ccco1)C(=S)NC(C)(C)C | 9% | -28% | 1% | 3.9% | 26%
O=C(Nc1cc([N+](=O)[O-])ccc1O)c1cccc([N+](=O)[O-])c1 | -9% | -3% | -2% | 0.5% | 70%
COC(=O)c1ccc(C2NC(C(=O)O)CS2)cc1 (stereo not given) | -10% | 12% | -13% | i | 4%
CCN(CC)S(=O)(=O)c1cccc(-c2n[nH]c(=S)n2CC(C)C)c1 | 4% | 3% | -5% | 2.4% | -1%
CC(O)(CS(=O)(=O)Cc1cccc(C(F)(F)F)c1)C(=O)Nc1cccc(C(F)(F)F)c1 (stereo not given) | 0% | 11% | 9% | i | 17%
CCC(C)N(C(=O)Cn1c(Cl)nc2c1c(=O)n(C)c(=O)n2C)C1CCS(=O)(=O)C1 (stereo not given) | -14% | 2% | 18% | 1.3% | -6%
COc1cc(C(=O)NCC(c2cccs2)N(C)C)cc(Cl)c1OC(C)C (stereo not given) | 2% | 7% | -1% | 1.3% | 30%
Cn1ccc(C(=O)N/N=C/c2c[nH]c3ccccc23)n1 | -7% | 17% | -14% | 2.8% | 8%
O=C(CSc1nnc2ccccn12)Nc1ncc(Cl)cc1Cl | -6% | -12% | -1% | 3.7% | -6%
COc1cc2c(cc1OC)C(c1ccc(OC)c(OC)c1OC)CC(=O)N2 (stereo not given) | -2% | 3% | -14% | i | -5%
O=C(COC(=O)c1ccco1)c1ccc(Cl)cc1 | 4% | -2% | -13% | 1.1% | 50%
CCOCCCn1c(=NC(C)=O)c(C#N)cc2c(=O)n3ccccc3nc21 | 4% | -3% | 1% | 4.6% | -17%
CC(=O)N/C(=C\c1cccs1)C(=O)O | -11% | -4% | -4% | 3.1% | -9%
Cc1ccc(S(=O)(=O)N2CCN(CCOc3cccc(C)c3)CC2)cc1 | -4% | · | 9% | 1.6% | 20%
COC(=O)c1ccc(CN2C(=O)NC(CC(C)C)C2=O)cc1 (stereo not given) | 0% | -2% | -11% | 1.9% | 18%
Oc1ccc2ccccc2c1C=Nc1ccccc1-c1nc2ccccc2[nH]1 | 0% | 19% | 1% | 3.6% | -2%
Cn1c(N=NC(=O)c2ccccc2)c(O)c2ccccc21 | -8% | 0% | 24% | 2.2% | 10%
Cc1ccc(C)c(C(=O)CSc2nnnn2-c2cccnc2)c1 | 6% | -3% | -3% | 2.6% | 15%
Cc1cccc(NC(=S)NC(=O)c2ccco2)c1C | -3% | -8% | -13% | 7.8% | 68%
CCCCn1cnc2c(SCc3ccc(Cl)cc3)nc(N)nc21 | · | · | -25% | 4.0% | ·
O=C(Cc1cccs1)Nc1cccc(C(=O)Nc2ccc(C(=O)O)cc2)c1 | -3% | 4% | · | 0.6% | 2%

More entries.
SMILES | H37Rv inhibition | Salmonella PhoP GFP | H1N1 NS1A inhibition | VEEV TC-83 Vero | tuberculosis growth | others
COC(=O)Cn1c(=NC(=O)c2cccc(OC)c2)sc2cc(OC)ccc21 | -6% | 3% | -21% | 0.6% | -5%
COc1ccc(C)cc1NC(=O)CN1CCN(CC(=O)Nc2ccccc2F)CC1 | 3% | 2% | -8% | i | 9%
COc1ccc(C[C@H]2CN3C(=NC[C@@H]3Cc3ccccc3)N2CCNC(=O)CCC2CCCCC2)cc1 | ? | -16% | -3% | i | ?
COc1ccc(S(=O)(=O)N2CCCCCC2)cc1C(=O)NCCc1ccccc1 | 0% | · | 4% | 7.6% | 35%
O=c1[nH]c2cc3c(cc2cc1CN(Cc1nnnn1C1CCCC1)C1CCCC1)OCCO3 | 1% | 2% | 27% | i | 18%
O=C1C=C(c2ccc(C(=O)O)c(Cl)c2)C[C@@H](c2ccc3c(c2)OCO3)C1 | 5% | · | 0% | 0.3% | 32%
CCN(CC)CCCNC(=O)C1CCCN(c2nnc(N3CCCC3=O)s2)C1 (stereo not given) | -4% | -2% | -1% | 2.3% | -18%
CCC(=O)Nc1cccc(NC(=O)c2cccc([N+](=O)[O-])c2C)c1 | 7% | 10% | 3% | 0.1% | 6%
O=C(COC(=O)C1COc2ccccc2O1)Nc1cccc(S(=O)(=O)N2CCCCC2)c1 (stereo not given) | 2% | -4% | -2% | 0.9% | -2%
OC1C2(Cc3ccccc3)CN3CCN(C2)CC1(Cc1ccccc1)C3 (stereo not given) | -9% | -9% | 9% | 1.1% | 1%
Cc1noc(C)c1COc1ccccc1C(=O)NNC(=O)c1ccccc1 | -1% | 2% | -15% | 5.8% | 6%
O=C(C1CCCN(S(=O)(=O)c2cccc3nonc23)C1)N1CCN(c2ccccc2Cl)CC1 (stereo not given) | 1% | -6% | >100µM* | 7.3% | 23%
CCN(C(=O)Cn1c(=O)oc2ccccc21)C1CCS(=O)(=O)C1 (stereo not given) | 2% | 3% | -4% | 0.3% | -8%
Cc1cccnc1NC(=O)c1c(O)c2cccc3c2n(c1=O)CCC3 | 6% | -3% | 6% | 6.6% | 5%
CSc1nnc(CCNS(=O)(=O)c2ccccc2Br)n1C | -2% | 9% | 1% | i | -13%
O=C(CSc1nc(-c2ccco2)cc(C(F)(F)F)n1)N1CCN(c2ccc(Cl)cc2)CC1 | 1% | -6% | -14% | 10% | 15%
CCn1c(=O)c(C(=O)NNS(=O)(=O)c2ccc(NC(=O)OC)cc2)c(O)c2ccccc21 | 3% | 6% | 5% | 1.2% | 18%
Cc1occc1-c1nnc(SCC(=O)N(C)C)o1 | -3% | 2% | -11% | 0.8% | -6%
COc1ccc(Cc2nnc(NC(=O)c3ccc(F)cc3)s2)cc1OC | 5% | 0% | -1% | 0.5% | 1%
CC(NCC#Cc1ccccc1)C(O)c1ccccc1 (stereo not given) | 1% | 1% | -5% | 1.0% | 21%
COc1ccc(C2CC(c3ccccc3)=NN2C(=O)COC(=O)c2cccc(N)c2)cc1 (stereo not given) | 2% | · | 1% | 9.7% | 25%
N#Cc1nc(-c2cccs2)oc1NCc1ccc2c(c1)OCO2 | 0% | -1% | -5% | 0.6% | 23%
O=C(O)c1ccc(NCc2nc3ccccc3n2CCOc2ccccc2Cl)cc1 | -2% | 2% | -5% | 0.9% | 31%
O=C1c2ccccc2NC2(CCCC2)N1N=C1CCCC1 | 2% | -1% | -3% | 0.2% | -3%
N#CC1(Nc2ccc(Br)cc2)CCCC1 | · | · | 2% | 0.2% | ·

By substructure, those above containing a COOH group.
SMILES | H37Rv inhibition | Salmonella PhoP GFP | H1N1 NS1A inhibition | VEEV TC-83 Vero | tuberculosis growth | others
COC(=O)c1ccc(C2NC(C(=O)O)CS2)cc1 (stereo not given) | -10% | 12% | -13% | i | 4%
CC(=O)N/C(=C\c1cccs1)C(=O)O | -11% | -4% | -4% | 3.1% | -9%
O=C(Cc1cccs1)Nc1cccc(C(=O)Nc2ccc(C(=O)O)cc2)c1 | -3% | 4% | · | 0.6% | 2%
O=C1C=C(c2ccc(C(=O)O)c(Cl)c2)C[C@@H](c2ccc3c(c2)OCO3)C1 | 5% | · | 0% | 0.3% | 32%
O=C(O)c1ccc(NCc2nc3ccccc3n2CCOc2ccccc2Cl)cc1 | -2% | 2% | -5% | 0.9% | 31%

(next part)
SMILES | H37Rv inhibition | Salmonella PhoP GFP | H1N1 NS1A inhibition | VEEV TC-83 Vero | tuberculosis growth | others
O=C(CN1C(=O)CCS(=O)(=O)c2ccccc21)NCCc1ccccc1 | 7% | 7% | 1% | 0.4% | 5%
CC(OC(=O)CCCN=C1NS(=O)(=O)c2ccccc21)C(=O)NC1CCCCC1C (stereo not given) | -5% | 0% | -10% | 1.6% | 7%
CCCCn1c(N)c(N(CC(C)C)C(=O)c2cccc(S(=O)(=O)N3CCN(C)CC3)c2)c(=O)[nH]c1=O | 0% | 6% | -2% | 1.2% | -5%
Cc1ccc(S(=O)(=O)NCCOCCNS(=O)(=O)c2ccc(C)cc2)cc1 | 4% | -5% | -1% | i | 15%
O=C(NCCC(=O)N(Cc1ccco1)Cc1cccs1)c1ccc(Br)cc1 | -7% | · | -9% | 6.5% | 25%
CCOc1cc(/C=N/n2cnnc2)ccc1OS(=O)(=O)c1ccccc1 | 7% | -2% | -6% | 2.1% | 19%
CCC(=O)Nc1nnc(C)s1 | · | · | -3% | 1.6% | · | VEEV TC-83 Vero 10K pilot screen=0.6
COc1ccc(C(=O)N2CCCC(N3CCN(c4ccccc4OC)CC3)C2)c(OC)n1 (stereo not given) | 13% | -3% | 7% | 3.0% | -6%
O=C(c1ccco1)N1CCN(C(c2cccs2)c2sc3ncnn3c2O)CC1 (stereo not given) | -9% | 3% | 3% | 0.7% | -21%
O=C(Cc1ccc(Cl)cc1Cl)OCC(=O)N1CCN(C(=O)c2ccco2)CC1 | 5% | -7% | 8% | 0.9% | 26%
O=C(CCc1nc2ccccc2c(=O)[nH]1)N1CCN(S(=O)(=O)c2ccc(F)cc2)CC1 | -9% | · | -9% | 2.1% | 6%
COc1ccc(S(=O)(=O)Nc2ccc(NC(C)=O)cc2)cc1 | 3% | -1% | 9% | i | -3%
COc1ccc(C(=O)c2no[n+]([O-])c2C(=O)c2ccc(OC)cc2)cc1 | -2% | 21% | 6% | 9.8% | ?
COc1cccc(CNC(=O)COc2cccc3c2OC(C)(C)C3)c1 | -5% | -15% | 5% | 4.7% | 9%
O/N=C1\CCC\C1=C/c1ccco1 | 0% | -2% | -5% | 0.4% | -17%
Cc1ccc(OCCn2ccnc2)c([N+](=O)[O-])c1 | 0% | -5% | -15% | 1.1% | -17%
CCn1cc(Br)c(C(=O)NN)n1 | 13% | -11% | 7% | 1.8% | -4%
COc1ccc(-n2nc(C(=O)NCC(=O)NCC3CCCO3)c3ccccc3c2=O)c(OC)c1 (stereo not given) | -6% | -4% | -6% | 1.4% | -1%
COc1ccc(-c2nnc(SCc3ccc(C(=O)O)cc3)o2)cc1OC | 0% | 2% | -27% | 0.2% | -15%
CSc1ccc(NC(=O)NCCN2CCc3ccccc3C2)cc1 | -5% | -2% | 11% | i | 16%

An excerpt from above in order of molar mass, largest number first.
SMILES | H37Rv inhibition | Salmonella PhoP GFP | H1N1 NS1A inhibition | VEEV TC-83 Vero | tuberculosis growth | others
O=C(CCc1nc2ccccc2c(=O)[nH]1)N1CCN(S(=O)(=O)c2ccc(F)cc2)CC1 | -9% | · | -9% | 2.1% | 6%
COc1ccc(C(=O)N2CCCC(N3CCN(c4ccccc4OC)CC3)C2)c(OC)n1 (stereo not given) | 13% | -3% | 7% | 3.0% | -6%
O=C(c1ccco1)N1CCN(C(c2cccs2)c2sc3ncnn3c2O)CC1 (stereo not given) | -9% | 3% | 3% | 0.7% | -21%
O=C(CN1C(=O)CCS(=O)(=O)c2ccccc21)NCCc1ccccc1 | 7% | 7% | 1% | 0.4% | 5%
CCC(=O)Nc1nnc(C)s1 | · | · | -3% | 1.6% | · | VEEV TC-83 Vero 10K pilot screen=0.6

Screening results deposited in PubChem by Southern Research Specialized Biocontainment Screening Center.
